3CLpro inhibitor = SARS-CoV 3CLpro protease inhibitors, primary screen, biochemical, quenched FRET; recombinant SARS-CoV 3CLpro, quenched FRET peptide cleavage; inhibition, % at 6 µM; 0.14% of 290,000 active; in the data active = inhibition above about 12%
Rv3671c protease = Rv3671c serine protease inhibitors, primary screen, biochemical, fluorescence polarization, M. tuberculosis H37Rv; inhibition, % at 5.96 µM; 0.048% of 320,000 active; in the data active = inhibition above about 38%;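 also: extracellular domain of Rv3671c used as enzyme; 0% = enzyme with DMSO and 100% = no enzyme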
MazEF act = activators of E. coli MazEF toxin-antitoxin RNase, primary screen, biochemical, fluorescence, uHTS. activation, % at 20 µM. AID 504720, 2011. 0.32% of 350,000 active. FAM/BHQ RNA-DNA oligo cleavage fluorescence, 5 h; in the data active = activation above about 50%
Target sequence (P0AE70 whole entry, looked up): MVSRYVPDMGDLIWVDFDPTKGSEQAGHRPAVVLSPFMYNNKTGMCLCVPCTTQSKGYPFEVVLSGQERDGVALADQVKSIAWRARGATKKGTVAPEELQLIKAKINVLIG
BoNT-A LC inh2 = BoNT/A light chain protease inhibitors, primary screen, biochemical, flow cytometry, MLPCN library. Botulinum neurotoxin type A light chain protease (Clostridium botulinum A str. ATCC 3502). multiplex microsphere protease substrate cleavage. inhibition, % at 10 µM. 0.17% of 360,000 active; also: plate controls were buffer without enzyme for full effect and enzyme alone for no effect
PrPC surface inh = inhibitors of human cell surface prion protein PrPC, primary screen, cell-based, TR-FRET. 0.43% of 370,000 active. inhibition, % at 13.8 µM. AID 720596, 2013. TR-FRET read-out. Major prion protein (Homo sapiens), P04156; in the data active = inhibition above about 24%; also: 0% = median of the test wells and 100% = reference compound wells
BoNT-F LC inh = BoNT/F light chain protease inhibitors, primary screen, biochemical, flow cytometry, MLPCN library; 0.22% of 360,000 active; Multiplex microsphere protease cleavage assay; inhibition, % at 10 µM; Botulinum neurotoxin type F light chain protease (Clostridium botulinum); in the data active = inhibition above about 35%, passing the limit was not always enough; inconclusive = no clear call, values can overlap the other calls; also: plate controls were buffer without enzyme for full effect and enzyme alone for no effect
PriA SSB inh = inhibitors of Klebsiella pneumoniae PriA binding to SSB C-terminal tail, primary screen, biochemical, AlphaScreen; PriA–SSB C-terminal tail interaction (Klebsiella pneumoniae); AlphaScreen SSBct-PriA binding, biotinylated peptide; inhibition, % at 33 µM; 0.6% of 430,000 active; AID 1272365, 2023; in the data active = inhibition mostly above about 37%, no sharp cut-off; inactive = mostly below about 20%;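 also: plate controls were negative control peptide for no effect and reference peptide for full effect; strong numbers were not always called active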
Anthrax LF inh2 = Bacillus anthracis LF protease inhibitors, primary screen, biochemical, multiplex microsphere, MLPCN library; 0.12% of 360,000 active; inhibition, % at 10 µM; AID 588501, 2011; Lethal factor (Bacillus anthracis), P15917; multiplex microsphere protease cleavage assay; also: plate controls were buffer without enzyme for full effect and enzyme alone for no effect
Target sequence (P15917 whole entry, looked up): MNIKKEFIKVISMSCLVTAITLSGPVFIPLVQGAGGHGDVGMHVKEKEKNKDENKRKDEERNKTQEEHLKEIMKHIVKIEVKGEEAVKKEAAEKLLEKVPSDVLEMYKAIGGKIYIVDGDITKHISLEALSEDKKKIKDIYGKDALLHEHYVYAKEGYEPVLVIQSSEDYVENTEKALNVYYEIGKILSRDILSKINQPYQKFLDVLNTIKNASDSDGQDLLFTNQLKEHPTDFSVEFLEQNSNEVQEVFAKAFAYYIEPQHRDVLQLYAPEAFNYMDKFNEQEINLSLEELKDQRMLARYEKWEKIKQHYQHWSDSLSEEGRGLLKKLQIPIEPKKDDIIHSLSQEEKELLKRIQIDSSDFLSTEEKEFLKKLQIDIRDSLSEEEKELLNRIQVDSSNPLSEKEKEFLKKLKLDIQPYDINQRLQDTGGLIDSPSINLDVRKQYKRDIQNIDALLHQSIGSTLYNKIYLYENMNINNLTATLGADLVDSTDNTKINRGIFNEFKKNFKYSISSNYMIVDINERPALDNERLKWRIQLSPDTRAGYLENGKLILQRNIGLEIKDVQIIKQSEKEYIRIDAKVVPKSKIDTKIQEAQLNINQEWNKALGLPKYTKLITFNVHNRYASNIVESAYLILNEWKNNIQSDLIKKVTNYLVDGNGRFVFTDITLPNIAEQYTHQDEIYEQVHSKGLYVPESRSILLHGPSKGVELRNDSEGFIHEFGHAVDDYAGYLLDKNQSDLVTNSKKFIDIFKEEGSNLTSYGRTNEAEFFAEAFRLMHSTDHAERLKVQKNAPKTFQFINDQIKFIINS
CCHF vOTU inh = CCHFV vOTU protease inhibitors, primary screen, biochemical, Pep-AMC substrate, fluorescence | Crimean-Congo hemorrhagic fever virus L polyprotein viral ovarian tumor (vOTU) protease … | inhibition, % at 11.5 µM | 0.55% of 370,000 active | AID 651958, 2012; in the data active = inhibition above about 30%; also: 0% = vehicle wells with enzyme and 100% = no enzyme wells
DUSP3 inh = VHR1 phosphatase inhibitors, primary screen, biochemical, absorbance, uHTS; Dual specificity protein phosphatase 3 (Homo sapiens), P51452; recombinant VHR phosphatase, pNPP absorbance; inhibition, % at 13.3 µM; 0.52% of 290,000 active; AID 1654, 2009; in the data active = inhibition above about 50%; also: some compounds called inactive have numbers as strong as hits
Starred values were filed as active, the others as inactive; ? = inconclusive; . = not tested or not shown; & = joins results of further samples. Rule as the data show it, unless noted: active = inhibition above about 30%; inconclusive = no clear call, values can overlap the other calls; inactive = below that.

Values run as follows: 3CLpro inhibitor, Rv3671c protease, MazEF act, BoNT-A LC inh2, PrPC surface inh, BoNT-F LC inh, PriA SSB inh, Anthrax LF inh2, CCHF vOTU inh, DUSP3 inh
Cc1ccc(S(=O)(=O)NCc2ccc(C(=O)NC3CCC(C)CC3)cc2)cc1 (centres undefined)
→ -2, -5, 1, 0.0, -7, 1, 3, -2, 15, 11
O=C(NN=Cc1ccc(N2CCOCC2)s1)c1ccc([N+](=O)[O-])cc1
→ ., 0, 8, 0.9, -35, -9, -3, 0, 11, .
CC(=O)OCC(=O)Nc1ccc(Cl)cc1Cl
→ -1, 2, 3, -0.5, 6, -5, -6, -2, -4, -5
COC(=O)C1=C(c2cccc(OCc3ccccc3)c2)C[C@@H]2CC[C@H]1N2C(=O)NCc1ccccc1
→ ., -9, 1, 0.4, 13, -4, 0, -6, -8, .
Clc1ccccc1C1=CC(c2ccco2)n2ncnc2N1 (centres undefined)
→ -2, 3, 5, -0.7, -10, ?, -6, -5, -10, 17
C=CCn1c(SCC(=O)Nc2cc(C)on2)nnc1-c1ccccc1OC
→ ., 1, 7, 2.9, -6, 10, -1, 5, 10, .
COc1ccccc1C(=O)NCCCn1cc(Br)c(C)n1
→ 0, 8, 5, ?, ., -3, 1, 3, ., -4
Cc1ccc(NC(=S)N(CCN2CCCCC2)Cc2ccco2)cc1Cl
→ 3, 2, 12, -0.5, -10, -3, 2, -1, 13, 9
CC(=NCCC(c1ccccc1)c1ccccc1)c1c(O)n(C)c(=O)n(C)c1=O
→ 4, 2, 1, 0.6, -5, 1, -2, 2, 13, 26
COc1ccc(C(=O)NCCC2=CCCCC2)cc1
→ 0, 8, -12, 0.2, 0, 2, -12&-16, 1, 1, -8
COc1ccc(CCNC(=O)c2cc3c(=O)n4ccccc4nc3n(CCCN3CCOCC3)c2=N)cc1OC
→ 0, -7, 18, -0.1, -44, -3, -4, -3, 11, -12
FC(F)(F)c1cnc(/C=C/Nc2ccccc2Cl)c(Cl)c1
→ 1, 7, -2, 1.8, 1, 2, -3, -1, 3, 29
COc1cccc(-n2c(SCC(=O)NCCc3ccccc3)nnc2-c2ccoc2C)c1
→ 2, 4, -5, 0.0, 0, -4, 9, -1, 4, 32
O=C(NCc1ccccc1)C1CCCN(S(=O)(=O)c2cccc3nsnc23)C1 (centres undefined)
→ -3, -4, 5, -1.8, -25, -1, -19, 2, -11, 16
O=C(O)c1ccc(NC(=O)c2cccs2)cc1
→ 2, 4, -1, 0.0, 5, 1, -25, -1, -1, -18

(list continues)
Values run as follows: 3CLpro inhibitor, Rv3671c protease, MazEF act, BoNT-A LC inh2, PrPC surface inh, BoNT-F LC inh, PriA SSB inh, Anthrax LF inh2, CCHF vOTU inh, DUSP3 inh
C[C@H]1CN([C@@H](C)CO)C(=O)CCCn2cc(nn2)CO[C@@H]1CN(C)S(=O)(=O)c1ccc(Cl)cc1
→ ., ., 5, -0.5, -4, 2, ., -2, 5, .
O=C(CCSCCc1ccccn1)Nc1nccs1
→ 2, 1, 7, 0.0, 0, -3, -4, 4, 0, 9
N#Cc1c(N)[nH]c2ccc(Sc3ccccc3)cc12
→ ., ., 9, -0.5, -2, -2, 14, -7, 3, .
Cc1cc(C)n2nc(SCC(=O)NC3CCCCC3)nc2n1
→ -2, 1, 7, 0.3, 0, -4, -13, 0, -14, 23
Cc1nc(CC(=O)Nc2nc(-c3ccccc3)cs2)cs1
→ 0, -4, 8, 0.9, -1, -5, -24, 1, 6, 27
COc1ccc(S(=O)(=O)NCC2CCCN(Cc3ccc(O)cc3)C2)cc1 (centres undefined)
→ -3, -1, 10, -0.3, -2, -4, -3, 0, -2, -15
CCCc1cc(=O)n2[nH]c(NCc3ccc(OC)c(OC)c3)nc2n1
→ -4, 6, -3, -0.7, 0, 1, -6, -5, -3, -3
COC(=O)c1ccc(S(=O)(=O)NCc2ccc(S(N)(=O)=O)cc2)n1C
→ 1, 1, 8, 0.3, -1, -10, -8, -12, -6, 18
Fc1ccc(Cn2cnc3ccccc32)cc1
→ -2, 4, 0, -0.5, 8, 6, -14, -2, -31, 15
CN(C(=O)c1cccc(NC(=O)Cc2ccc(NC(=O)C3CCN(S(=O)(=O)c4cccc([N+](=O)[O-])c4)CC3)cc2)c1)C1CC1
→ ., ., -3, 0.1, -15, 1, -8, -4, -3, .
CN(C)S(=O)(=O)c1cccc(C(=O)N2CCN(S(=O)(=O)c3ccc4c(c3)OCCO4)CC2)c1
→ ., ., 2, -0.2, 4, -3, ., -5, -6, .
C=CCSc1nc2sc(-c3ccccc3)cc2c(=O)n1N
→ 6, 4, -17, 0.7, 7, 1, -5, -2, 8, -1
Cc1ccc(C)c(OCCn2ccnc2)c1
→ 5, -1, 9, -2.9, ., ?, -15, -17, ., 21
O=C(Cc1cccs1)N1CCN=C1SCc1ccccc1Cl
→ 0, 9, 2, -0.6, 5, -7, -4, -5, 2, 4
N#CCCN(Cc1cccnc1)C(=S)NC(=O)c1ccccc1
→ ., -2, 5, 0.3, 2, -3, -6, -4, 4, .

More results.
Structure	3CLpro inhibitor	Rv3671c protease	MazEF act	BoNT-A LC inh2	PrPC surface inh	BoNT-F LC inh	PriA SSB inh	Anthrax LF inh2	CCHF vOTU inh	DUSP3 inh
CS(=O)(=O)Nc1ccc(C(=O)NCc2ccco2)cc1	0	4	5	-0.9	6	-1	-7	-1	4	17
Cc1c(NC(=O)Nc2cccc([N+](=O)[O-])c2)c(=O)n(-c2ccccc2)n1C	5	0	10	-0.1	-8	-6	-4	-2	3	34
CC(NC(=O)c1ccc2c(=O)n3c(nc2c1)CCCCC3)c1ccccc1 (centres undefined)	.	.	9	1.5	2	-1	-18	0	6	.
Nc1ccc2nc(SCc3ccc([N+](=O)[O-])cc3)sc2c1	-7	4	6	-0.7	.	-2	20	-5	.	32
COc1ccccc1C(=O)NCCC(=O)NCc1ccccn1	.	1	-5	-0.3	-6	-1	-4	-7	0	.
COc1ccc(CCN2CC(C(=O)NCc3cn(C)nc3C)CCC2=O)cc1 (centres undefined)	.	.	6	-0.8	-3	0	.	-2	9	.
NS(=O)(=O)c1ccc(CNC(=O)CC23CC4CC(CC(C4)C2)C3)cc1	0	-6	1	-0.3	-2	-2	7	-4	-1	-3
CCC[C@H]1CN(Cc2cccnc2)C(=O)[C@@H]1CC(=O)Nc1ccc(Br)cc1	.	.	3	-0.4	-10	-2	.	-4	2	.
COc1ccc(Cc2c(-c3cccc(Cl)c3)nc3ccc(Cl)cn23)c(C)c1	.	.	.	11	4	-1	.	14	6	.
CCSc1nnc(NC(=O)c2nc3nc(C)cc(C)n3n2)s1	1	1	-4	-1.4	-2	-7	2	-2	15	-6
Cc1cc(C)c(S(=O)(=O)ON2C(=O)c3ccccc3C2=O)cc1C	6	-3	-7	?	7	0	-12	-3	-14	29
CC(C)C[C@H]1C(=O)N2CCCC2[C@]2(O)O[C@](NC(=O)[C@@H]3C=C4c5cccc6[nH]cc(c56)CC4N(C)C3)(C(C)C)C(=O)N12 (some centres undefined)	3	-40	-130	2.5	.	-76	11	-48	.	-7
Cc1nnc2ccc(N3CCOCC3)nn12	6	-4	8	0.0	6	-1	-11	7	-11	2
O=C1NCCN1CCNc1nc(NCc2ccccc2)nc2ccsc12	.	.	.	-0.6	-14	-14	.	4	21	.
CN1CCN(C(=O)c2cnn(-c3ccccc3)c2NC(=O)c2cccs2)CC1	-1	11	2	-0.6	-4	-7	-11	-4	3	13

In the list so far, two contain bromine.
Structure	3CLpro inhibitor	Rv3671c protease	MazEF act	BoNT-A LC inh2	PrPC surface inh	BoNT-F LC inh	PriA SSB inh	Anthrax LF inh2	CCHF vOTU inh	DUSP3 inh
COc1ccccc1C(=O)NCCCn1cc(Br)c(C)n1	0	8	5	?	.	-3	1	3	.	-4
CCC[C@H]1CN(Cc2cccnc2)C(=O)[C@@H]1CC(=O)Nc1ccc(Br)cc1	.	.	3	-0.4	-10	-2	.	-4	2	.

(more compounds)
Structure	3CLpro inhibitor	Rv3671c protease	MazEF act	BoNT-A LC inh2	PrPC surface inh	BoNT-F LC inh	PriA SSB inh	Anthrax LF inh2	CCHF vOTU inh	DUSP3 inh
CCOC(=O)N1CCN(C(=O)c2cnn3c(C(F)(F)F)cc(-c4cccs4)nc23)CC1	3	-2	1	0.1	5	-2	1	-2	-10	22
COc1c(F)c(F)c(C(=O)Nc2cccc(Cl)c2N2CCOCC2)c(F)c1F	-7	-6	8	-1.0	-5	-9	-10	-1	0	28
CCN1CCN(C(=O)c2ccc(-c3nc4ccccc4s3)s2)CC1	-2	-4	-17	-0.1	-28	-3	-5	-7	-27	19
CC(C)(C)[C@@H]1C=C(C(=O)N2CCN(Cc3ccc4c(c3)OCO4)CC2)O[C@H](OCc2ccc(CO)cc2)C1	1	1	5	0.3	9	-1	16	-4	11	39
Cc1ccc(S(=O)(=O)n2ccc(OC(=O)c3cccs3)n2)cc1	-1	2	3	-0.2	3	5	-7	-4	6	7
COCCNC(=S)N1CCC(c2nc(-c3ccc(N(C)C)cc3)no2)CC1	2	8	-13	0.0	8	3	19	-1	2	-3
COc1ccc(-n2cc(CNCC3CCOCC3)c(-c3cccc(F)c3)n2)cc1	-5	-5	-1	0.2	-7	-7	-3	-1	1	25
CCN(CC)CCn1c(=N)n(CCO)c2ccccc21	-1	4	-2	0.0	-5	-8	0	1	6	-8
Cc1ccc(-n2cc(-c3ccccc3)c3c(N4CCN(C)CC4)ncnc32)cc1	-2	-5	1	-0.7	0	-4	-3	-3	9	31
CC(=O)Nc1c(-c2ccc(Cl)cc2)c(=O)c2ccccc2n1C	1	0	11	2.3	-7	?	2	12	4	26

This is a subset, so the mix of outcomes need not match the whole.
